# Screening results from PubChem.
# AGP1-GFP MLPCN: modulators of TOR pathway AGP1-GFP in S. cerevisiae; 320,000 tested, 0.02% active; S. cerevisiae AGP1-GFP multiplex flow cytometry, 3 h; GFP as percent of DMSO wells; AID 2066; GFP response vs DMSO, % at 10 µM;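 active means GFP response relative to DMSO above a set limit, near screen average plus 3 SD, cut at about 150% in these data; inconclusive means fewer than 70 cells counted for the yeast strain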;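 further: median GFP channel fluorescence of the gated AGP1 strain per well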
# MEX-5 binding: C. elegans MEX-5 TCR-2 RNA binding activity. Q9XUB2. MEX-5/FITC-TCR2 RNA binding, fluorescence polarization; active compounds read low. activity score (negative = inhibition of binding), % at 10 µM. 300,000 tested, 0.38% active;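 active means inhibition past about -25% in most replicates, and total fluorescence under double the plate's negative control median, limit read from the data; inconclusive means replicates evenly split on the limit, or fluorescence at least double controls; inactive means too little inhibition in most replicates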;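 further: 0% = DMSO and -100% = 5 µM competing unlabeled TCR2 RNA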
# GLD-1 RNA inh: GLD-1-TGE RNA interaction inhibition (C. elegans); inhibition, % at 5.96 µM; purified GLD-1 + fluorescein TGE RNA, fluorescence polarization; Q17339; 320,000 tested, 0.44% active; AID 2280;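 active means percent inhibition above a per-plate cutoff, the plate mean of test compounds plus 3 SD, cut at about 30% in these data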;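 further: 0% = DMSO wells with GLD-1 and probe and 100% = wells lacking GLD-1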
# Target sequence (Q17339 whole entry, looked up): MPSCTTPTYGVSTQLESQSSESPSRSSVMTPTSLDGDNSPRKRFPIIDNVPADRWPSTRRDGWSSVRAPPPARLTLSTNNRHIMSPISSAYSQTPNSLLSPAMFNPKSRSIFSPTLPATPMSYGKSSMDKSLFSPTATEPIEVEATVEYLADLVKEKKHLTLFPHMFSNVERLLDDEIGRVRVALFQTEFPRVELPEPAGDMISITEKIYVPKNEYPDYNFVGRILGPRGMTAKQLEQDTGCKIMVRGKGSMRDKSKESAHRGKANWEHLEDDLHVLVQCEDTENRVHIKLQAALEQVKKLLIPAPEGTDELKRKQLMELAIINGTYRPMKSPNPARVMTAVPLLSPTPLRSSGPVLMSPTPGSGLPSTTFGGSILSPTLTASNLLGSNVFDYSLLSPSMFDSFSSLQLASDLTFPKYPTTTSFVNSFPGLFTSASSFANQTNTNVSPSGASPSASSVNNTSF
# VLA-4 inh: inhibition in a human VLA-4 binding assay; P13612; VLA-4 expressing cells, ligand binding flow cytometry; inhibition, % (about 7 µM as worked out from the volumes in the protocol); 330,000 tested, 0.2% active; AID 2557; in the data active means inhibition above about 50%
# GRK2 inh: inhibitors of human GRK2 displacing RNA aptamer; 330,000 tested, 0.59% active; AID 488847; bead flow cytometry, FAM-aptamer displacement from GRK2; inhibition of aptamer binding, % at 10 µM;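 active means inhibition of aptamer binding above 40%, roughly 3 SD of noise, on plates passing a quality check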;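 further: median bead fluorescence of bound FAM aptamer so fluorescent compounds give negative values; no value below 0 was filed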
# MCL1 BIM primary: disrupts human MCL1 binding to BIM-BH3 peptide; Q07820; GST-MCL1 / FITC-Bim-BH3 fluorescence polarization; inhibition, % at 10.9 µM; 320,000 tested, 0.68% active; AID 2057;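 active means inhibition above the mean inhibition of all tested compounds plus 3 SD, set per campaign, cut at about 40% in these data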;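 further: 0% = DMSO wells and 100% = unlabeled Bim-BH3 peptide control; higher means more loss of mP so more displacement of Bim peptide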
# Target sequence (Q07820 whole entry, looked up): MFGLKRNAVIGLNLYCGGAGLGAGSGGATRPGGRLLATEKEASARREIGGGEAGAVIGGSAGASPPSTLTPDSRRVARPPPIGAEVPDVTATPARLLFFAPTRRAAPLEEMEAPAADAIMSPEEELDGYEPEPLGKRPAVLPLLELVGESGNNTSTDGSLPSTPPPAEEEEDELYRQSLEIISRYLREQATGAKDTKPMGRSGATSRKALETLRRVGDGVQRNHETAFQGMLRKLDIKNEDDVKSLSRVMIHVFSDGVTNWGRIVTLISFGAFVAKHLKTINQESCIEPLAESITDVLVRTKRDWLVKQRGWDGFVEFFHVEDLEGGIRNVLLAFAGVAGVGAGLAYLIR
# BCLXL inh: inhibitors of human Bcl-xL; 320,000 tested, 0.7% active; Q07817; inhibition, % at 10.9 µM; AID 2129; GST-Bcl-xL / FITC-Bim BH3 peptide fluorescence polarization;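 active means inhibition above the mean of all tested compounds plus 3 SD, cutoff set per campaign, cut at about 30% in these data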;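 further: 0% = DMSO wells and 100% = unlabeled Bim-BH3 peptide competitor; inhibitors lower millipolarization by displacing the labeled peptide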
# Yeast superoxide: lowers age-related superoxide in aged yeast cells; S. cerevisiae aged cells, superoxide DHE fluorescence; active compounds read low; superoxide response (% of plate mean), % at 10 µM; 330,000 tested, 0.18% active; AID 2690;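 active means superoxide response under a set limit, about three screen SD below normal, cut at about 65% in these data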;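 further: yeast aged for seven days with compound at 30 °C before DHE staining; 100% = average MFI of all compound-treated wells on the plate with controls excluded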
# CIT2 TOR yeast: yeast TOR pathway CIT2-GFP modulation; S. cerevisiae CIT2-GFP strain, flow cytometry, 3 h; 100 means same as DMSO wells; GFP response vs DMSO, % at 10 µM; 320,000 tested, 0.065% active; AID 2029;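 active means GFP response relative to DMSO above a set limit, near the screen mean plus 3 SD, cut at about 150% in these data; inconclusive means Fewer than 70 cells measured for a yeast strain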;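 further: ratio of well median GFP fluorescence to mean of DMSO wells on the plate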
# * hit, by the source's call; ? = inconclusive; . = not tested or not shown.
no.	molecule	AGP1-GFP MLPCN	MEX-5 binding	GLD-1 RNA inh	VLA-4 inh	GRK2 inh	MCL1 BIM primary	BCLXL inh	Yeast superoxide	CIT2 TOR yeast
1	CCO[C@H]1OC(C(=O)NCc2nc3ccccc3[nH]2)=C[C@@H](c2ccccc2)[C@@H]1CCCO	80	-0.4	1	13	0	1	1	98	67
2	O=[N+]([O-])c1ccc2c(c1)nnn2-c1ccccc1	96	0.5	9	-2	2	6	6	94	109
3	COc1ccc(N=c2scc(-c3ccc(OC)cc3)n2CCO)cc1	111	1.4	10	-12	5	12	6	80	110
4	CCCC(=O)N1c2ccccc2C(N(C(C)=O)c2ccccc2)CC1C (centres undefined)	102	-1.8	2	-70	1	6	7	112	104
5	CCCCN(C)CCn1c(=S)[nH]c2ccc(N3CCOCC3)cc2c1=O	92	-0.3	-2	-4	0	5	8	120	102
6	O=C1CSC(=S)N1CC1CCCO1 (centres undefined)	76	-0.1	-4	8	6	12	8	101	67
7	CC(C)COc1ccc(C(=O)OCC(=O)N(C)CC(=O)Nc2ccc(F)cc2)cc1	109	4.2	-5	0	1	4	0	117	114
8	Cc1ccc(/C=N/NC(=O)CNC(=O)c2ccc(C)c([N+](=O)[O-])c2)o1	110	2.5	2	0	0	5	7	96	99
9	COc1ccc2ccccc2c1CNC(C)c1ccccc1 (centres undefined)	99	-1.4	4	5	0	13	9	94	101
10	COc1nc(Oc2ccc(=O)[nH]n2)nc(N2CCOCC2)n1	105	-0.2	5	-5	0	3	1	96	103
11	COc1ccc(-c2ccc3c(c2)S(=O)(=O)c2cccc(C(=O)NCCOc4ccccc4)c2C3=O)cc1OC	73	.	0	12	5	-3	0	95	92
12	CN(C(=O)c1ccco1)c1nnc(-c2ccc(F)cc2)s1	83	-1.2	-3	19	0	5	4	101	87
13	CC1CC(C)CN(CCOc2ccc(Cl)cc2Cl)C1 (centres undefined)	104	-1.2	-3	-5	0	3	6	83	100
14	Cc1ccc(S(=O)(=O)c2c(C)nn(C(C)(C)C)c2OC(=O)C2CCCC2)cc1	93	1.6	1	-2	3	0	2	113	93
15	COc1ccc(-n2nnnc2SCC#CCO)cc1	114	0.9	5	19	0	1	-1	108	121
16	N#Cc1cccc(NC(=O)CCNS(=O)(=O)c2ccc3[nH]c(=O)oc3c2)c1	95	-0.4	-1	-12	1	4	10	106	99
17	Cc1ccccc1-n1c(=O)cc(N2CCN(Cc3ccccc3)CC2)[nH]c1=O	97	3.0	2	-8	0	4	3	102	97
18	CCC(=O)NC(=S)Nc1ccc(Cl)cn1	94	-3.1	-3	-3	2	5	14	96	93
19	CCc1ccc(NC(=S)NC(=O)c2c(-c3ccccc3Cl)noc2C)cc1	100	.	2	20	2	8	3	94	96
20	CCOC(=O)C1CCCN(c2c(NCC3CCCO3)c(=O)c2=O)C1 (centres undefined)	105	-0.1	-1	-15	0	8	3	101	101
21	COc1ccc(-c2nncnn2)cc1	101	0.5	-6	4	1	3	0	115	99
22	O=C(Nc1ccccc1)N1CCCc2ccccc21	.	-0.8	6	5	0	4	7	99	?
23	O=C(O)C1CCC(CNS(=O)(=O)c2ccc(Cl)cc2)CC1 (centres undefined)	101	2.5	4	25	0	-7	-2	86	115
24	Cc1c(Br)cnn1C(C)C(=O)N1CCN(c2ccc(F)cc2)CC1 (centres undefined)	97	.	8	13	1	-8	-3	109	89
25	CSc1ccccc1NC(=O)CSCc1ccc(C)cc1	104	0.6	-2	-3	1	2	2	115	84
26	COc1cccc(Nc2nc(N)c([N+](=O)[O-])c(NCc3ccco3)n2)c1	93	-2.1	1	-1	3	-3	-1	103	90
27	Cc1ccc(C(=O)N2CCCCCC2)cc1Br	90	-0.1	-4	0	0	4	1	99	75
28	O=C(NCc1ccco1)c1ccc(Cn2c(=O)c3ccccc3n(Cc3ccc(Cl)cc3)c2=O)cc1	93	-0.9	6	21	0	4	1	98	88
29	C=CCN(C(=O)c1csnn1)C(C(=O)NCc1ccccc1)c1cccs1 (centres undefined)	100	1.6	-2	0	2	10	6	92	101
30	COc1cccc(C(=O)N/N=c2\oc3c(OC)cccc3cc2C(=O)NCc2ccccc2)c1	89	0.7	8	4	0	-6	1	92	83
31	O=C(c1coc(=O)c(Br)c1)N1CCC(C(O)(c2ccccc2)c2ccccc2)CC1	114	0.3	0	7	0	7	5	79	111
32	COc1ccc(-c2nc(NC(=O)CCNC(=O)c3ccco3)sc2C)cc1	109	-0.8	5	-13	0	-1	5	106	103
33	O=c1c2ccccc2c(/C=N/n2cnnc2)c(O)n1-c1ccccc1F	104	-6.2	0	-5	0	-1	-3	95	103
34	O=C(O)COCC(=O)Nc1ccc(Oc2ncnc3cc(Cl)ccc23)nc1	109	0.4	-1	-1	0	-1	2	101	95
35	CN(C)S(=O)(=O)N1CCN(c2ccccc2)CC1	99	-0.9	2	-3	0	1	-2	91	97
36	Cc1ccc(C(C(=O)NC(C)(C)C)N(C(=O)c2csnn2)C2CC2)cc1 (centres undefined)	105	-0.2	6	-12	0	3	1	93	111
37	Cc1ccc(N(CC(=O)Nc2cccc(N(C)S(C)(=O)=O)c2)S(C)(=O)=O)cc1	.	2.8	8	17	0	7	5	89	105
38	CC(C)(C)OC(=O)NCCc1n[nH]c(=S)o1	126	-0.3	0	6	2	-10	-21	91	108
39	Fc1ccc(C2=NN(c3ccccc3)C(c3ccco3)C2)cc1 (centres undefined)	96	0.3	-2	30	0	2	4	100	92
40	Cc1cccc(C(=O)NC(NC(=S)Nc2ccc(S(N)(=O)=O)cc2)C(Cl)(Cl)Cl)c1 (centres undefined)	96	.	3	-11	0	-1	5	98	104
41	COC(=O)C1=C(C(=O)OC)[C@@H]2N(C)c3ccc(OC)cc3[C@@]23C[C@@H](C(=O)OC)N(S(=O)(=O)c2ccc([N+](=O)[O-])cc2)C3=N1	88	3.2	-6	0	6	6	4	99	82
42	CCn1c(NCc2cc(OC)c(OC)c(OC)c2)nc2ccccc21	90	-2.6	-4	8	1	10	6	100	96
43	Cc1ccc(-c2nnc(N3CCN(C(=O)COc4ccccc4)CC3)c3ccccc23)cc1	111	-0.2	5	2	2	2	-4	97	110
44	COc1ccc2c(c1)nc(N)n2Cc1ccccc1	97	3.2	-5	-12	0	0	5	81	100
45	CC(=O)Nc1ccc(S(=O)(=O)Nn2cnnc2)cc1	109	1.9	-4	-3	0	-5	-4	103	121
46	CCS(=O)(=O)N1CCN(C(=O)c2cccnc2)CC1	101	-1.8	1	-2	1	5	0	97	90
47	CN(CC(=O)Nc1cccc(F)c1)C(=O)c1ccc(COc2ccccc2)o1	100	0.9	3	2	2	1	1	106	85
48	CCCC(C(=O)c1ccccc1)n1cncn1 (centres undefined)	98	-0.6	-4	13	1	-9	-2	113	95
49	Cc1ccc(SC2=C(Sc3ccc(C)cc3)C(=O)c3ccccc3C2=O)cc1	78	1.9	1	14	0	31	16	109	84
50	O=C(CN(c1ccccc1)S(=O)(=O)c1ccccc1[N+](=O)[O-])NN=C1CCCCCCC1	104	-0.2	8	-8	0	2	2	91	102

# More entries.
no.	molecule	AGP1-GFP MLPCN	MEX-5 binding	GLD-1 RNA inh	VLA-4 inh	GRK2 inh	MCL1 BIM primary	BCLXL inh	Yeast superoxide	CIT2 TOR yeast
51	Cn1c(SCc2ccc(C#N)cc2Cl)nc2ccccc21	104	-0.1	7	4	2	-4	4	90	75
52	CCCN1C(=O)c2ccc(C(=O)Nc3ccc4c(c3)OCO4)cc2C1=O	97	-0.6	4	-2	0	-6	5	76	106
53	C#C[C@]1(OC(C)=O)CCC2C3CCC4=CC(=O)CC[C@@H]4C3CC[C@@]21C (some centres undefined)	93	1.1	12	16	1	0	0	94	102
54	Cn1c(N)c(C#N)c2c(c1=S)COC(C)(C)C2	94	-0.4	3	-2	4	13	5	109	102
55	O=C(COc1ccc(/C=N/NC(=O)c2ccccc2O)cc1)Nc1ccccc1	92	1.2	6	-5	0	9	-1	89	82
56	CCOc1cc2c(cc1OCC)C(c1ccc(OC)cc1)N(c1ccccc1)C(=O)C2 (centres undefined)	95	2.3	-3	-7	1	-5	-1	101	96
57	Cc1occc1C(=O)NNC(=O)COc1ccc(Br)cc1Br	100	-1.3	4	-14	2	-2	2	78	97
58	CNC(=S)Nc1ccc(Br)cc1	107	1.0	7	22	5	9	3	105	97
59	Nc1nc(COc2ccccc2C=O)nc(Nc2ccccc2)n1	105	0.6	10	-3	0	1	-4	111	91
60	O=C(Cn1c2c(c(-c3ccccc3Cl)cc1=O)CCC2)NCC1CCCO1 (centres undefined)	106	1.6	2	17	4	5	4	88	104
61	CC1CCN(CCCCOc2ccc(Br)cc2)CC1	92	-0.4	0	22	0	-11	-1	114	99
62	CCn1c(=NC(=O)CSCC(=O)Nc2nccs2)sc2ccccc21	98	0.4	-2	5	0	1	-2	93	89
63	CC(=O)Nc1ccc(NC(=O)COC(=O)c2ccc(S(=O)(=O)NCc3ccco3)cc2)cc1	103	.	1	9	0	.	.	94	112

# Structural class, the compounds so far with a Cl atom (9)
no.	molecule	AGP1-GFP MLPCN	MEX-5 binding	GLD-1 RNA inh	VLA-4 inh	GRK2 inh	MCL1 BIM primary	BCLXL inh	Yeast superoxide	CIT2 TOR yeast
13	CC1CC(C)CN(CCOc2ccc(Cl)cc2Cl)C1 (centres undefined)	104	-1.2	-3	-5	0	3	6	83	100
18	CCC(=O)NC(=S)Nc1ccc(Cl)cn1	94	-3.1	-3	-3	2	5	14	96	93
19	CCc1ccc(NC(=S)NC(=O)c2c(-c3ccccc3Cl)noc2C)cc1	100	.	2	20	2	8	3	94	96
23	O=C(O)C1CCC(CNS(=O)(=O)c2ccc(Cl)cc2)CC1 (centres undefined)	101	2.5	4	25	0	-7	-2	86	115
28	O=C(NCc1ccco1)c1ccc(Cn2c(=O)c3ccccc3n(Cc3ccc(Cl)cc3)c2=O)cc1	93	-0.9	6	21	0	4	1	98	88
34	O=C(O)COCC(=O)Nc1ccc(Oc2ncnc3cc(Cl)ccc23)nc1	109	0.4	-1	-1	0	-1	2	101	95
40	Cc1cccc(C(=O)NC(NC(=S)Nc2ccc(S(N)(=O)=O)cc2)C(Cl)(Cl)Cl)c1 (centres undefined)	96	.	3	-11	0	-1	5	98	104
51	Cn1c(SCc2ccc(C#N)cc2Cl)nc2ccccc21	104	-0.1	7	4	2	-4	4	90	75
60	O=C(Cn1c2c(c(-c3ccccc3Cl)cc1=O)CCC2)NCC1CCCO1 (centres undefined)	106	1.6	2	17	4	5	4	88	104
